# bIAP act: bovine intestinal alkaline phosphatase activators, primary screen, biochemical, bovine IAP, CDP-star luminescence; alkaline phosphatase, intestinal [Bos taurus]; purified bovine IAP, 30 min; stronger effect = higher value; fold of DMSO-control signal, blank-subtracted; activation factor at 20 µM; 200,000 compounds, 0.17% hits; AID 1016, 2008;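 active means activation factor of 2 or more at 20 µM, a signal rise over negative controls twice the positive control's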
# PPARg SRC2 recr: agonists of PPARg-SRC-2 recruitment, primary screen, biochemical, HTS | Peroxisome proliferator-activated receptor gamma (Homo sapiens), P37231 | PPARgamma LBD-SRC-2 recruitment | activation, % at 8 µM | 200,000 compounds, 0.34% hits; in the data active means activation above about 22%;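 further: 0% = vehicle and 100% = reference agonist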
# TLR4-MyD88 BLA: inhibitors of TLR4-MyD88 association in cells, primary screen, cell-based, HeLa CL3-4, BLA complementation, FRET ratio | Toll-like receptor 4 (Homo sapiens) + Myeloid differentiation primary response protein … | HeLa CL3-4 TLR4/MyD88 BLA complementation | 200,000 compounds, 0.18% hits | inhibition, % at 8.4 µM | AID 861, 2007; in the data active means inhibition above about 25%;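 further: 0% = vehicle and 100% = reference inhibitor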
# Target sequence (O00206 whole entry, looked up): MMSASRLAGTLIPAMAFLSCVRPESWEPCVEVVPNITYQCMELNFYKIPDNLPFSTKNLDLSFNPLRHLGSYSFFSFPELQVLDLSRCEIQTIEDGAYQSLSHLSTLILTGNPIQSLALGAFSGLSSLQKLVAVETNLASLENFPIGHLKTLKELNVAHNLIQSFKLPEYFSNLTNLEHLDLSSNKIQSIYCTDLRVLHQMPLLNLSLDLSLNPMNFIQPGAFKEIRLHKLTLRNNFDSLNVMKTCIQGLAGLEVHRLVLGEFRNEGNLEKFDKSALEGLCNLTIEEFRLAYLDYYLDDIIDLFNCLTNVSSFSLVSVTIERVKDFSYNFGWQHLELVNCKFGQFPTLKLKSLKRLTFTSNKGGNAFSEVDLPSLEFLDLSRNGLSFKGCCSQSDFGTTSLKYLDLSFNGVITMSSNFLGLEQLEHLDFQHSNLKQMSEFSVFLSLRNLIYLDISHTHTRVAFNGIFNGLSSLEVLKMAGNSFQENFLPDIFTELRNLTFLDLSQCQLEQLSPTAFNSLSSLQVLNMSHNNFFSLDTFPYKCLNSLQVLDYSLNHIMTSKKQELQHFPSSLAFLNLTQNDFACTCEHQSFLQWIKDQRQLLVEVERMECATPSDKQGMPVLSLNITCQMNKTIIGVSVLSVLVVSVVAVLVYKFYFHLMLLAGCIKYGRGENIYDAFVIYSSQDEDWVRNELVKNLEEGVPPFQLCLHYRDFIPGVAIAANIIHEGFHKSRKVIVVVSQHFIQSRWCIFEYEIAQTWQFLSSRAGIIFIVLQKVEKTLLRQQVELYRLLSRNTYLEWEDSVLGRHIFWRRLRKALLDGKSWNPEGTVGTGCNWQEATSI
# Target sequence (Q99836 whole entry, looked up): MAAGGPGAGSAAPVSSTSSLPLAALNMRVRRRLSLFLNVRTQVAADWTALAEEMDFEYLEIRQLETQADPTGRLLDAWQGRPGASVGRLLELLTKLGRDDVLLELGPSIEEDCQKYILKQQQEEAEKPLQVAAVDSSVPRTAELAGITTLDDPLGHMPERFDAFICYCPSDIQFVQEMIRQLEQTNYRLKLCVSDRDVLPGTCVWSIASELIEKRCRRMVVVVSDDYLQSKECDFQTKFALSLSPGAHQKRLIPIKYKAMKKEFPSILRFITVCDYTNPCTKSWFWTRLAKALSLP
# PPARg SRC-3 ag: PPARgamma agonists recruiting SRC-3 coactivator, primary screen, biochemical. biochemical PPARgamma/SRC-3 coactivator recruitment assay. activation, % at 8 µM. 200,000 compounds, 0.26% hits; in the data active means activation above about 23%;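 further: 0% = DMSO and 100% = reference agonist; some compounds past the cut are filed as inactive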
# PPARg SRC-1 ag: PPARgamma agonists recruiting SRC-1 coactivator, primary screen, biochemical; Peroxisome proliferator-activated receptor gamma (Homo sapiens), P37231; PPARgamma-SRC-1 coactivator recruitment biochemical assay; activation, % at 8 µM; 200,000 compounds, 0.41% hits; AID 631, 2007; in the data active means activation above about 19%;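 further: 0% = DMSO and 100% = reference agonist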
# TR-FRET SRC-2 ct: TR-FRET signal artefacts, primary screen, artefact control for PPARgamma SRC-2 agonist project, biochemical; TR-FRET artefact counter-screen; stronger effect = higher value; TR-FRET ratio at 8 µM; 200,000 compounds, 0.4% hits; AID 1049, 2008; in the data active means TR-FRET ratio above about 2000; further: inactives centre near 1500
# ROMK mod: ROMK potassium channel modulators, primary screen, cell-based, thallium flux, MLSMR library. 130,000 compounds, 2% hits. B-score at 10 µM. ATP-sensitive inward rectifier potassium channel 1 (Homo sapiens), P48048. Tet-inducible ROMK, thallium flux fluorescence; actives lie on both sides;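 active means signal ratio slope over the read window, or its plate-corrected B-score, at least 3 SD from the plate mean, either direction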;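 further: B-score of the F/F0 ratio slope over 7 to 12 s after thallium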
# S1P3 antag: S1P3 receptor antagonists, primary screen, cell-based; inhibition, % at 4.98 µM; 170,000 compounds, 0.27% hits; AID 485, 2006; CHO S1P3 NFAT-BLA reporter, FRET fluorescence, antagonist mode; Sphingosine 1-phosphate receptor 3 (Homo sapiens), Q99500;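 active means inhibition above the plate cutoff, the mean inhibition of test wells on that plate plus 3 SD, cut at about 28% in these data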;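 further: cells challenged with S1P at its EC80 of 0.8 µM; blue over green emission ratio from cleaved BLA substrate after 4 h stimulation; 0% = S1P-stimulated wells and 100% = unstimulated DMSO-only wells; some compounds past the cut are filed as inactive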
# DTT redox prof: compounds producing H2O2 with reducing agent – biochemical, NIH compound library profiling, artefact control for MLSCN library redox annotation, primary screen | activation, % at 10 µM | DTT-dependent redox cycling H2O2, phenol red/HRP absorbance; 100% = 100 µM peroxide control, 0% = buffer | 200,000 compounds, 0.03% hits;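 active means activation of at least 50% relative to the plate's high and low controls in the primary single-dose screen; inactive means activation below 50%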;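 further: compound incubated with DTT at 0.8 mM final as the reducing agent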
# bIAP inh: bovine intestinal alkaline phosphatase inhibitors, primary screen, selectivity assay for TNAP inhibitor project, biochemical, bovine IAP, CDP-star luminescence; alkaline phosphatase, intestinal [Bos taurus]; purified bovine IAP, 30 min; inhibition, % at 20 µM; 190,000 tested, under 10 active; AID 1019, 2008;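 active means over 50% inhibition of intestinal alkaline phosphatase at 20 µM in the single-dose screen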
#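 Assay system – bovine IAP enzyme · Quantity – bovine IAP at 1/65,000,000 final dilution · Detection – CDP-star luminescence signal · Times – 30 min reaction at room temperature · Also added – CDP-star substrate at 30 µM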
# Lmaj promast: Leishmania major promastigote growth inhibition, primary screen | AID 1063, 2008 | 200,000 compounds, 9% hits | inhibition, % at 10 µM | Leishmania major promastigotes, resazurin fluorescence viability; in the data active means inhibition above about 50%;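 further: promastigotes grown with compound for 44 hours at 28 °C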
# An asterisk follows results filed as active; x = not tested or not shown.
SMILES,bIAP act,PPARg SRC2 recr,TLR4-MyD88 BLA,PPARg SRC-3 ag,PPARg SRC-1 ag,TR-FRET SRC-2 ct,ROMK mod,S1P3 antag,DTT redox prof,bIAP inh,Lmaj promast
CCC(=O)N1CCc2cc(S(=O)(=O)N3CCc4ccccc43)ccc21,1.2,8,4,5,4,1722,0.56,x,-0.9,-22,-3
Cc1nn(C)c(C)c1NC(=O)CSc1nc(-c2ccccc2Cl)nc2c1cnn2-c1ccccc1,1,-2,-10,14,19*,1882,x,x,-2.2,2,-1
Cc1ccc(C(=O)n2nnc3ccccc32)cc1,x,5,10,-8,-2,1551,-0.59,x,0.8,x,-7
CC(=O)N1CCN(c2ccc(S(=O)(=O)N3CCCCC3)cn2)CC1,0.9,2,5,-1,-3,1444,x,-17,3.0,11,0
C=C(C)C(=O)OC1(C(F)(F)F)Oc2cc(C)ccc2NC1=O (stereo not given),0.9,2,9,5,-3,1673,x,x,2.0,10,-2
C=CCNC(=O)c1sc(SC)cc1-c1ccc(Cl)cc1,0.9,19,2,8,3,1607,x,x,2.0,9,6
CCOC(=O)/C(C#N)=C/c1ccc(OC(=O)c2ccccn2)cc1,0.9,6,4,-4,11,1558,x,-7,0.3,11,-1
Cc1ccc(OCC(=O)Nc2cccc(S(=O)(=O)N3CCCCCC3)c2)c([N+](=O)[O-])n1,1,2,8,5,1,1403,0.077,7,3.8,-5,30
O=[N+]([O-])c1ccc(O)c(C=Nc2ccc3c(c2)OCCO3)c1,1,10,-17,6,1,1750,x,8,-0.5,0,-7
CCOc1ccc(CNc2ccc3c(c2)ncn3C)cc1,0.8,7,-1,14,2,1536,x,28,5.7,16,4
Cn1cc([N+](=O)[O-])c(C(=O)Nc2ccc3c(c2)OCCO3)n1,1,3,-2,-2,1,1544,0.051,x,-6.0,-2,11
CCOc1ccc(C(=O)N2CCSC2=S)cc1,0.9,6,-16,1,2,1531,x,x,0.5,8,10

# Laid out differently: 6 of the compounds above
Molecule | bIAP act | PPARg SRC2 recr | TLR4-MyD88 BLA | PPARg SRC-3 ag | PPARg SRC-1 ag | TR-FRET SRC-2 ct | ROMK mod | S1P3 antag | DTT redox prof | bIAP inh | Lmaj promast
Cc1ccc(C(=O)n2nnc3ccccc32)cc1 | x | 5 | 10 | -8 | -2 | 1551 | -0.59 | x | 0.8 | x | -7
CC(=O)N1CCN(c2ccc(S(=O)(=O)N3CCCCC3)cn2)CC1 | 0.9 | 2 | 5 | -1 | -3 | 1444 | x | -17 | 3.0 | 11 | 0
C=C(C)C(=O)OC1(C(F)(F)F)Oc2cc(C)ccc2NC1=O (stereo not given) | 0.9 | 2 | 9 | 5 | -3 | 1673 | x | x | 2.0 | 10 | -2
C=CCNC(=O)c1sc(SC)cc1-c1ccc(Cl)cc1 | 0.9 | 19 | 2 | 8 | 3 | 1607 | x | x | 2.0 | 9 | 6
CCOC(=O)/C(C#N)=C/c1ccc(OC(=O)c2ccccn2)cc1 | 0.9 | 6 | 4 | -4 | 11 | 1558 | x | -7 | 0.3 | 11 | -1
Cc1ccc(OCC(=O)Nc2cccc(S(=O)(=O)N3CCCCCC3)c2)c([N+](=O)[O-])n1 | 1 | 2 | 8 | 5 | 1 | 1403 | 0.077 | 7 | 3.8 | -5 | 30

# Going on with the list.
SMILES,bIAP act,PPARg SRC2 recr,TLR4-MyD88 BLA,PPARg SRC-3 ag,PPARg SRC-1 ag,TR-FRET SRC-2 ct,ROMK mod,S1P3 antag,DTT redox prof,bIAP inh,Lmaj promast
Cc1cc(N/C=C/C(=O)c2cccc3ccccc23)no1,0.8,0,4,1,11,1554,-1,x,1.3,17,0
COc1ccc(NC(=O)OC(C)C)cc1,1.2,-2,-10,-5,-3,1584,x,x,1.6,-16,-1
CCc1ccc(N/C(N)=N/c2nc(CSc3ccccn3)cc(=O)[nH]2)cc1,1.2,17,1,5,5,1924,-0.053,6,-0.1,-18,3
COCC(=O)Nc1cc([N+](=O)[O-])ccc1C,1,1,12,-6,2,1702,x,x,1.6,-3,-4
COc1ccc(S(=O)(=O)N2CCN(C(=O)NCc3ccccc3)CC2)cc1,1,-5,-8,2,-10,1392,x,3,1.7,-2,-7
Cc1ccc(Cl)cc1N1CCN(C(=O)C2CCN(S(=O)(=O)c3c(C)nn(C)c3C)CC2)CC1,1,-4,11,7,5,1728,x,-3,-0.6,-1,30
Nc1ccccc1-c1nc2ccccc2[nH]1,0.9,16,8,10,9,1672,-0.83,-4,-0.9,12,17
Cc1cc2nccc(-c3ccc(Cl)c([N+](=O)[O-])c3)n2n1,1.1,6,-7,2,4,1507,-0.97,2,0.3,-8,0
O=C(Nc1ccn(-c2ccccc2)n1)c1ccc(S(=O)(=O)N2CCCCCC2)cc1,0.5,-5,11,-3,1,1569,0.19,36,-0.6,x,66*
CCNC(=S)NCCN1CCCCC1,0.9,1,-8,0,-3,1459,0.23,x,0.0,14,-4
CCOc1cc(C(=S)N2CCOCC2)ccc1OS(=O)(=O)c1ccccc1,1.4,2,-10,-3,-7,1653,x,12,0.1,-39,-4
O=C(CNC(=O)c1ccco1)NCC(=O)OC(C(=O)c1ccccc1)c1ccc(Cl)cc1 (stereo not given),0.9,3,-10,1,-4,1463,0.18,x,0.5,6,-11
Cc1cc(C)nc(SCCC(=O)N(C)C)n1,1,-5,-4,10,4,1371,1.2,-26,2.0,0,-1
COc1cc2c(C(=O)N3CCN(C4CCCCC4)CC3)cn(CC(C)C)c(=O)c2cc1OC,1,3,-9,-7,4,1570,x,-15,-2.6,-4,-1
CNC(=O)NC(=S)NC(=O)c1cccc(Cl)c1,1,-1,-3,7,4,1602,0.8,-5,-1.6,4,2
O=C(COC(=O)C1CCN(S(=O)(=O)c2ccccc2C(F)(F)F)CC1)NCc1ccc(F)cc1,1.3,7,-2,2,-3,1556,0.076,-1,0.0,-26,-8
CCOC(=O)/C=C(\C)Sc1cc(=O)oc2ccccc12,1,12,6,9,-1,1507,x,-15,1.0,2,25
O=C(NCc1ccccc1)C(c1ccc(O)cc1)N(C(=O)Cn1nnc(-c2cccs2)n1)c1ccc2c(c1)OCCO2 (stereo not given),1,6,1,3,5,1570,-0.65,x,0.6,5,-10
O=C(O)C1C2C=CC(C2)C1C(=O)Nc1cccc(F)c1 (stereo not given),1.1,2,-2,5,0,1554,x,-7,1.5,-11,-6
COc1ccc(C(=O)Cn2c(Br)nc3c2c(=O)n(C)c(=O)n3C)cc1OC,1,-3,13,-2,0,1392,1.4,x,-0.6,0,10
Nc1nsnc1C(=O)NCCO,0.9,13,-34,9,4,1618,x,-12,-0.5,12,-3
Cc1cc(C)c(Cn2c(=O)n(CCCC(=O)NCc3ccco3)c(=O)c3ccccc32)c(C)c1,x,-2,0,4,-2,1422,x,-7,-0.1,x,1
NC(=O)COC(=O)c1ccccc1Oc1ccccc1,1,8,9,1,10,1588,0.16,-1,-1.5,1,-10
O=C(C1CCC1)N1CCN(Cc2ccccc2)CC1,1,2,-6,-10,13,1593,x,x,0.9,1,-6
COc1ccccc1Oc1ccc(Oc2ccccc2OC)cc1,1,-8,5,-4,-3,1727,-0.19,-18,-1.9,1,3
O=C(CSc1nnc2n1CCCN2C(=S)Nc1ccc(Cl)cc1)c1ccccc1,1,3,-19,6,3,1322,x,x,3.3,5,2
Cc1c(NC(=O)c2ccc(-c3ccc([N+](=O)[O-])cc3Cl)o2)c(=O)n(-c2ccccc2)n1C,1,6,14,1,-1,1757,0.14,11,-0.2,-3,16
Nc1cc(C(=O)N2CCCC2)cc(C(=O)N2CCCC2)c1,1,5,-20,1,1,1571,x,-17,0.7,5,-2
COc1ccc(CNC(=O)COC(=O)CCc2nc3ccccc3c(=O)[nH]2)cc1,1,3,-1,5,14,1560,-0.021,7,0.1,-1,-7
COc1ccc(/C=C2\CCCC3C2=NN(C(=O)CSc2ncn[nH]2)C3c2ccc(OC)cc2)cc1 (stereo not given),1,6,9,7,11,1580,0.057,9,-0.1,-3,91*
COc1ccc(NC(=O)C2CCC(=O)N2S(=O)(=O)c2ccc(C)cc2)c(OC)c1 (stereo not given),0.9,6,-16,-4,-1,1525,0.18,6,-2.6,9,0
Cn1c(O)c(N=Nc2nc(-c3ccccc3)cs2)c2ccccc21,0.9,-5,6,-3,0,1398,2.8*,-3,0.2,10,66*
COC(=O)c1cn(NC(=O)c2ccc3c(c2)OCO3)c(=O)c2ccccc12,0.9,1,11,0,-2,1551,x,x,-2.8,14,-5
CC1CCc2onc(C(=O)NCc3ccco3)c2C1 (stereo not given),1,10,-4,2,2,1844,-0.15,-10,-0.9,1,-3
O=C(NNC(=S)NCc1ccco1)C(c1ccccc1)c1ccccc1,1,-5,-4,-3,2,1489,-0.084,7,-0.2,1,45
CS(=O)(=O)N1CCC(CO)(Cc2ccccc2C(F)(F)F)CC1,1,-4,-13,-5,-8,1484,0.22,-17,-0.5,-2,3
CN(C(=O)c1coc(=O)c2ccccc12)c1ccc(F)cc1,1,4,1,-2,-2,1617,0.88,24,-0.2,2,2
